Assay outcomes from PubChem.
LAP4-GFP MLPCN = modulators of TOR pathway LAP4-GFP in S. cerevisiae. S. cerevisiae LAP4-GFP multiplex, flow cytometry GFP, 3 h; median GFP as percent of DMSO wells. GFP response vs DMSO, % at 10 µM. hit rate 0.34% among 320,000. AID 2023;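 active = GFP response vs DMSO above a set limit, about the screen mean plus 3 SD, cut at about 150% in these data; inconclusive = under 70 cell events counted for the yeast strain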
proCasp7 act = counter-screen for procaspase-3 activators: activators of human procaspase-7; P55210; recombinant procaspase-7, Ac-DEVD-pNA absorbance 405 nm; D23A/D198A/D206A triple mutant, cannot self-cleave; scale: DMSO 0, 5 µM enzyme 100; activation, % at 8.5 µM; hit rate 0.093% among 330,000; AID 463210;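 active = percent activation above the screen-wide mean plus 3 SD, cut at about 25% in these data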
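Assay system: Uncleavable procaspase-7 mutant enzyme | Input: 2 µM procaspase-7 mutant as dispensed | Timing: 1 h compound preincubation, 2 h substrate cleavage, 25 °C | Repeats: One well per compound | Control set: DMSO wells as 0%, DMSO with 5 µM added PC-7 as 100% | Technique: Epi-absorbance of released pNA at 405 nm, two timepoints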
MEP2 TOR yeast = modulators of TOR pathway MEP2-GFP in S. cerevisiae; GFP response vs DMSO, % at 10 µM; hit rate 0.51% among 330,000; S. cerevisiae MEP2-GFP strain, flow cytometry GFP, 3 h; 100% = DMSO control level; AID 2016;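 active = GFP response versus DMSO above a set limit, roughly screen mean plus 3 SD, cut at about 180% in these data; inconclusive = fewer than 70 cells counted for a yeast strain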;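 also: median GFP fluorescence of the barcode-gated MEP2-GFP cells per well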
RPL19A TOR yeast = alters RPL19A-GFP fluorescence in TOR pathway yeast screen. S. cerevisiae RPL19A-GFP strain, flow cytometry, 3 h; stronger effect = lower value. percent response vs DMSO, % at 10 µM. hit rate 0.3% among 330,000;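 active = percent response vs DMSO below 50%; inconclusive = fewer than 70 events counted for the yeast strain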;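 also: median channel GFP fluorescence of the barcoded RPL19A-GFP strain; ratio of sample median GFP to plate DMSO average so 100% = DMSO; lower means less RPL19A-GFP as with rapamycin TOR inhibition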
proCasp3 act = activators of human procaspase-3. P42574. recombinant procaspase-3 D3A, Ac-DEVD-pNA absorbance 405 nm. activation, % at 8.5 µM. hit rate 0.11% among 330,000. AID 463141;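 active = activation above the mean of all tested compounds plus 3 SD, cut at about 21% in these data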;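 also: 0% = DMSO alone and 100% = DMSO wells spiked with extra 5 µM PC-3 D3A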
Target sequence (P42574 whole entry D9A/D28A/D175A): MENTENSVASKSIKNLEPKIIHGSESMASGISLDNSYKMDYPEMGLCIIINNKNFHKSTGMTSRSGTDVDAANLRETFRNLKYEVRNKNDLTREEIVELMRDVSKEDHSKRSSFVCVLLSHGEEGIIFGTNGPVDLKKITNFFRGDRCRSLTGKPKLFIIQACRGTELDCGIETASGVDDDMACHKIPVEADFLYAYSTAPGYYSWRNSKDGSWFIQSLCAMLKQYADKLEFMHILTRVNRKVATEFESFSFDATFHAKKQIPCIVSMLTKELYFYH
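System: Procaspase-3 D3A mutant. Medium: Zinc-free 300 mM NaCl, 50 mM HEPES, 0.01% Triton X-100. Schedule: 1 h preincubation plus 2 h reaction at 25 °C. Measured by: 405 nm absorbance of p-nitroaniline, reads at 0 and 120 min. Read-out: percent activation relative to control range.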
AHR act = human AHR activation. P35869. AHR-responsive luciferase reporter cells, luminescence. activation, % at 5 µM. hit rate 2.5% among 320,000. AID 2796; in the data active = activation above about 47%;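 also: 0% = vehicle wells and 100% = reference agonist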
Target sequence (P35869 whole entry, looked up): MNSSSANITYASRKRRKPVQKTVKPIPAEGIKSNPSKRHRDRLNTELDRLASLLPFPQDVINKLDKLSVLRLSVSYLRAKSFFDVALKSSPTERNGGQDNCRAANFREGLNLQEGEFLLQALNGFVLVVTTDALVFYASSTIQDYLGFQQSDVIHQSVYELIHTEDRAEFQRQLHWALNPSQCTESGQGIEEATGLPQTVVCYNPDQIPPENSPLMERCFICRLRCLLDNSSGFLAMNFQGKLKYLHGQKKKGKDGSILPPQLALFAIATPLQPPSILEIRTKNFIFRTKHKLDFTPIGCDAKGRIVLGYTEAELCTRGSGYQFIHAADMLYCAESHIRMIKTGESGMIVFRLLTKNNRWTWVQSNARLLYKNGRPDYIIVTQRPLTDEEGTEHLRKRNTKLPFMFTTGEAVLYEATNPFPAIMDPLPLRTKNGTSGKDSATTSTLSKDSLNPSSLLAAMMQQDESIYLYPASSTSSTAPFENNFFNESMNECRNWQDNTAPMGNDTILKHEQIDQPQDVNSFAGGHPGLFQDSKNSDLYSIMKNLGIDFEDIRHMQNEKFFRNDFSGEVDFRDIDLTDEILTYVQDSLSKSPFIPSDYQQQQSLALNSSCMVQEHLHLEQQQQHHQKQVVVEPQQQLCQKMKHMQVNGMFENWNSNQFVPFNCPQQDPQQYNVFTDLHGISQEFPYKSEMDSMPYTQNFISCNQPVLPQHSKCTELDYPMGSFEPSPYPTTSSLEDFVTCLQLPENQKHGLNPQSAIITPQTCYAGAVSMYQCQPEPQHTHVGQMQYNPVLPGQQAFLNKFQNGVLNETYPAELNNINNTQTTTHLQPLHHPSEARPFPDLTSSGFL
AGP1 TOR yeast = yeast TOR pathway AGP1-GFP modulation | hit rate 0.02% among 320,000 | AID 2066 | S. cerevisiae AGP1-GFP multiplex flow cytometry, 3 h; GFP as percent of DMSO wells | GFP response vs DMSO, % at 10 µM;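 active = GFP response relative to DMSO above a set limit, near screen average plus 3 SD, cut at about 150% in these data; inconclusive = fewer than 70 cells counted for the yeast strain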;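 also: median GFP channel fluorescence of the gated AGP1 strain per well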
CIT2-GFP yeast = modulators of TOR pathway CIT2-GFP in S. cerevisiae; S. cerevisiae CIT2-GFP strain, flow cytometry, 3 h; 100 means same as DMSO wells; GFP response vs DMSO, % at 10 µM; hit rate 0.065% among 320,000; AID 2029;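 active = GFP response relative to DMSO above a set limit, near the screen mean plus 3 SD, cut at about 150% in these data; inconclusive = Fewer than 70 cells measured for a yeast strain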;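 also: ratio of well median GFP fluorescence to mean of DMSO wells on the plate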
Numbers without * were called inactive; ? = inconclusive; . = not tested or not shown; [ ] = dose if it differs, or a comment.

SMILES | LAP4-GFP MLPCN | proCasp7 act | MEP2 TOR yeast | RPL19A TOR yeast | proCasp3 act | AHR act | AGP1 TOR yeast | CIT2-GFP yeast
COc1ccc(NC(=S)NCC2CCCO2)c(OC)c1 (configuration not stated) | . | -5 | 87 | 88 | 6 | 5 | 86 | 77
CCN(CC)CCNC(=O)C12CC3CC(CC(C3)C1)C2 | 101 | 2 | 99 | 97 | -3 | 0 | 98 | 102
O=S(=O)(Nc1ccccn1)c1ccc(C(F)(F)F)cc1Cl | 113 | 3 | 98 | 104 | 3 | -1 | 108 | 95
CCOC(=O)C1=NN(c2ccc(Cl)cc2)/C(=C/C2=NCCc3cc(OC)c(OC)cc32)S1 | 107 | 5 | 95 | 101 | 1 | 3 | 118 | 103
COc1ccc(OC)c(/C=N/NC(=O)CC(=O)NC2CCCCC2)c1 | 104 | 1 | 102 | 102 | 2 | 7 | 102 | 99
COc1c(Cl)ccc(Cl)c1C(=O)NC(=O)N1CCOCC1 | 105 | 11 | 103 | 101 | -3 | -1 | 106 | 101
OC(COc1cccc2ccccc12)CN1CCN(c2ccc(Cl)cc2)CC1 (configuration not stated) | 96 | 0 | 97 | 98 | 3 | 0 | 97 | 89
Cc1nnc(SCc2ccc(F)cc2Cl)s1 | 88[may fluoresce violet] | 7 | 181*[may fluoresce violet] | 19*[may fluoresce violet] | 3 | -2 | ? | ?
O=C(NCc1ccc2c(c1)OCO2)c1ccc(NS(=O)(=O)c2ccc3c(c2)OCCO3)cc1 | 87 | 1 | 91 | 91 | 6 | 0 | 106 | 82
O=C(NCCc1ccncc1)Nc1ccccc1Cl | 97 | 10 | 99 | 97 | 2 | 7 | 99 | 99
COc1ccccc1C1=CC(=O)C[C@H](c2ccc(F)cc2)C1 | 105 | 4 | 105 | 97 | 4 | 0 | 97 | 100
CC(=O)NS(=O)(=O)c1ccc(NC(=O)c2ccc(Cl)cc2[N+](=O)[O-])cc1 | 108 | 8 | 101 | 100 | 6 | -1 | 109 | 104
CCN(CC)C(=O)CSc1nnc(-c2cccs2)n1Cc1ccco1 | 91 | 5 | 88 | 90 | -5 | 1 | . | 92
O=C(NC(=S)Nc1ccc(Cc2ccncc2)cc1)c1ccc(F)cc1 | 100 | -14 | 89 | 94 | 4 | -1 | 94 | 84
CC1Sc2ccc(C(=O)N3CCCC(C(F)(F)F)C3)cc2NC1=O (configuration not stated) | ? | 6 | ? | ? | -5 | -3 | ? | ?
Cc1ccc(N(C)S(=O)(=O)c2cccc(C(=O)NC3CC(C)(C)NC(C)(C)C3)c2)cc1 | 100 | 5 | 106 | 99 | 0 | -1 | 101 | 104
C=CC1=C2C=C(C3CC3)N(CC3CC3)C=C2C(=O)C(C)(OC(=O)c2ccco2)C1=O (configuration not stated) | 93 | -14 | 106 | 97 | -2 | -1 | 105 | 101
O=C(COC(=O)/C=C/c1cccc(Br)c1)NC1CCCCCC1 | 100 | 5 | 101 | 97 | 4 | 1 | 106 | 102
COc1cc(C=Nc2ccccc2C(=O)Nc2ccccc2)cc(OC)c1OC | 92 | 6 | 103 | 101 | 0 | 2 | 100 | 105
Cc1ccnc(NC(=O)c2cc([N+](=O)[O-])cc([N+](=O)[O-])c2)c1 | 98 | 6 | 97 | 100 | 1 | 15 | 90 | 95
CC(C)CCOc1ccc(C(=O)NCC(c2ccco2)N(C)C)cc1 (configuration not stated) | 98 | -1 | 108 | 99 | 0 | -1 | 98 | 96
CCc1cc2c(=O)[nH]c(Cc3ccc(Cl)cc3)nc2s1 | 101 | 4 | 98 | 99 | 0 | 3 | 108 | 98
COc1ccc(CNC(=O)c2cc(-c3cccs3)on2)cc1 | 111 | -6 | 97 | 97 | 5 | -4 | . | 92
COC(=O)c1sc(S(=O)(=O)Nc2ccc(C)cc2)c(C(=O)OC)c1C | 84 | -2 | 99 | 105 | 10 | -3 | 96 | 96
COc1ccc(-c2cc(=O)c3cc(O)ccc3o2)cc1 | 99 | 0 | 102 | 96 | -3 | 0 | 96 | 84

Later entries:
SMILES | LAP4-GFP MLPCN | proCasp7 act | MEP2 TOR yeast | RPL19A TOR yeast | proCasp3 act | AHR act | AGP1 TOR yeast | CIT2-GFP yeast
O=C(Nc1ccccc1C(=O)O)/C(=C/c1ccc(Cl)cc1Cl)NC(=O)c1ccco1 | 75 | -6 | 96 | 92 | -1 | -1 | 88 | .
Cc1cc(C)c(N)c(C(=O)O)c1 | 115 | -8 | 102 | 105 | 4 | 2 | 103 | 90
Cc1c(C(=O)Nc2ccc(S(=O)(=O)Nc3ncccn3)cc2)oc2ccc(F)cc12 | 79 | . | 101 | 112 | . | . | 85 | 84
CN(C(=O)c1ccccc1C(=O)c1ccccc1)C1CCS(=O)(=O)C1 (configuration not stated) | 97 | -2 | 100 | 104 | -5 | -1 | 98 | 101
COc1cc(OC)cc(C(=O)NNC(=O)C(=O)Nc2cc(OC)c(Cl)cc2OC)c1 | 91 | 1 | 105 | 105 | 5 | 1 | 87 | 95
CCNC(=S)N1CCN(c2ccccc2OCC)CC1 | 100 | -7 | 102 | 101 | 3 | 6 | 91 | 94
CCOc1ccc(N2C(=O)Nc3ccccc3C2(O)C(=O)NCc2ccc(C)cc2)cc1 (configuration not stated) | 107 | 3 | 101 | 98 | -5 | 1 | 104 | 101
C/C=C/C(=O)N1CC2(CC(c3cccc(NC(=O)CC(c4ccccc4)c4ccccc4)c3)=NO2)C[C@H]1C(N)=O (some centres not stated) | 130 | 2 | 99 | 97 | 0 | 2 | 87 | 91
CC1CC(NC(=O)CC#N)CC(C)(C)C1 (configuration not stated) | 108 | 2 | 105 | 99 | -12 | -2 | 107 | 101
Nc1nc2ccccc2n1C(=O)c1cccs1 | 105 | 17 | 101 | 96 | 10 | 52* | 97 | 94
S=c1nc(-c2ccccc2Cl)n(Cc2cccnc2)c2c1CCCC2 | 91 | 2 | 102 | 100 | -7 | -3 | 93 | 105
CCc1c(C)c(C#N)c2nc3ccccc3n2c1NCc1ccccn1 | 88 | -5 | 99 | 92 | -6 | 10 | 86 | 91
Cc1ccc(S(=O)(=O)NCC(=O)OC(C)C(=O)Nc2ncc(Cl)cc2Cl)cc1 (configuration not stated) | 101 | 4 | 105 | 98 | 8 | 0 | 100 | 91
O=C(O)c1cccc(NC(=O)c2cn(-c3ccccc3)nc2-c2ccc([N+](=O)[O-])cc2)c1 | 91 | 5 | 110 | 96 | 11 | 3 | 95 | 101
COc1cccc(/C=N/NC(=O)CNC(=O)c2cccs2)c1O | 101 | 4 | 102 | 101 | 6 | 5 | 102 | 100
Cc1ccc(OCCC(=O)Nc2ccc(S(=O)(=O)N3CCCC3)cc2)cc1 | 99 | 9 | 95 | 95 | -5 | 0 | 100 | 102
CN(C)c1cc[n+](CC(=O)c2cccs2)cc1 | 84 | 3 | 106 | 94 | 0 | 2 | 85 | 97
CN(Cc1ccccc1)CC(O)COc1ccc(CNCc2cc3ccccc3s2)cc1 (configuration not stated) | 92 | 10 | 99 | 100 | 8 | 7 | 97 | 99
O=C(CN1CCCN(S(=O)(=O)c2ccc(F)cc2)CC1)Nc1c(Cl)cccc1Cl | 78 | 9 | 97 | 94 | 1 | -3 | 94 | 87
C[C@]1(C(=O)NCCN2CCOCC2)C=C[C@@H](Cc2ccccc2)N1C(=O)c1ccccc1 | 99 | 1 | 107 | 100 | 4 | -2 | 101 | 96
Cc1cc(C)cc(C(=O)OCC(=O)NC(=O)NC2CCCC2)c1 | 93 | 2 | 89 | 92 | 2 | 0 | 93 | 87
Cc1cc(C=O)c(O)cc1O | 110 | 1 | 92 | 97 | 8 | 2 | 83 | 73
C=C(C)COc1cc2oc(=O)c(CC(=O)N3C[C@H]4C[C@@H](C3)c3cccc(=O)n3C4)c(C)c2cc1Cl | 95 | -9 | 86 | 96 | 3 | 0 | 96 | 99
COc1ccc(N2CCN(C(=O)c3cccnc3)CC2)c([N+](=O)[O-])c1 | 95 | 6 | 102 | 95 | 4 | 3 | 100 | 96
CCn1cc(CNC(=O)NC2CCCCC2)c(C)n1 | 103 | 7 | 91 | 101 | 3 | 3 | 97 | 96

More records follow.
SMILES | LAP4-GFP MLPCN | proCasp7 act | MEP2 TOR yeast | RPL19A TOR yeast | proCasp3 act | AHR act | AGP1 TOR yeast | CIT2-GFP yeast
CCOC(=O)c1c(C)n(-c2ccccc2)c2ccc(O)cc12 | 96 | 1 | 93 | 91 | 7 | 7 | 93 | 82
Fc1ccc(-c2nc(-c3cccs3)no2)cc1 | 103 | -9 | 106 | 106 | 3 | 3 | 108 | 112
O=C(COC(=O)CNC(=O)c1cccc([N+](=O)[O-])c1)Nc1cccc(S(=O)(=O)N2CCCC2)c1 | 93 | 1 | 97 | 101 | 1 | -2 | 98 | 95
Cc1ccc(SCCC(=O)Nc2cccnc2)cc1 | 106 | 2 | 104 | 99 | 7 | 7 | 100 | 100
CC1CCCCC12NC(=O)N(CC(=O)NCCc1c[nH]c3ccccc13)C2=O (configuration not stated) | 111 | 14 | 103 | 110 | 7 | 5 | 110 | 104
O=C(c1ccco1)c1cn(CC(=O)N2CCCC2)c2ccccc12 | 110 | 1 | 102 | 112 | 1 | 2 | 101 | 108
O=C(O)CSCc1cnn(-c2ccccc2)c1-n1cccc1 | 107 | 2 | 113 | 106 | 3 | 1 | 108 | 109
CC(C)C(=O)NCCc1nc2ccccc2n1C | 91 | 2 | 94 | 97 | 1 | -5 | 98 | 100
COc1cc(O)c(C(CCN2CCN(c3ccccc3)CC2)c2ccc3c(c2)OCO3)c(OC)c1 (configuration not stated) | 129 | 5 | 95 | 93 | -1 | 6 | 77 | 64
O=C(c1ccc(Cn2cc(Cl)cn2)cc1)N1CCN(c2ccccc2)CC1 | 99 | 3 | 96 | 95 | 6 | 2 | 96 | 94
CCc1ccc(NS(=O)(=O)c2cc(OC)ccc2OC)cc1 | 103 | -3 | 104 | 101 | 0 | -3 | 105 | 101
Cn1c(CNC(=O)C(Cc2ccccc2)NC(=O)c2ccccc2F)cc(=O)n(C)c1=O (configuration not stated) | 100 | 5 | 107 | 99 | 7 | -1 | 101 | 98
COCCNC(=O)CSc1nc2ccccc2c(=O)n1-c1cccc(OC)c1 | 101 | -3 | 102 | 102 | 6 | -3 | . | 107
CN1/C(=C\C(=O)COc2ccc3c(c2)OCO3)C(C)(C)c2ccccc21 | 109 | -3 | 100 | 100 | -6 | 56* | 101 | 97
C=CCNC(=O)C1CC(=O)N(c2ccc(OCC(=O)Nc3ccccc3)cc2)C1 (configuration not stated) | 79 | 2 | 98 | 117 | -2 | 9 | 84 | 78
Cc1ccc(S(=O)(=O)Nc2ccc(NC(=O)c3cccnc3)cc2)cc1 | 103 | 10 | 113 | 105 | -1 | 14 | 108 | 109
Cc1ccc(-n2cc(CN3CCN(c4ccccn4)CC3)c(-c3ccc(F)cc3)n2)cc1 | 108 | 14 | 105 | 98 | -3 | -1 | 103 | 97
COc1cc(/C=C2\SC(=S)N(NC(=O)c3cccc(O)c3)C2=O)ccc1O | 107 | . | 107 | 105 | . | . | 102 | 98
CCCc1cc(=O)c2c(O)ccc(OC)c2o1 | 108 | 9 | 105 | 100 | -8 | -1 | 102 | 94
